# High-throughput results from PubChem.
# RAD54 branch: inhibitors of human RAD54 branch migration; Q92698; RAD54 Holliday junction branch migration, FAM/BHQ fluorescence; inhibition, % at 10.4 µM; hit rate 0.14% among 360,000; AID 602329;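 active = mean normalized replicate activity at least 40 and at least half of replicates scoring 40 or more; inconclusive = only one of the two criteria met; inactive = mean below 40 and under half of replicates reaching 40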;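 also: 0% = median of neutral control wells and 100% = median of positive control wells; inhibitors cause a drop in the FAM fluorescence signal; in these data hits start at about 50%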
# Target sequence (Q92698 whole entry, looked up): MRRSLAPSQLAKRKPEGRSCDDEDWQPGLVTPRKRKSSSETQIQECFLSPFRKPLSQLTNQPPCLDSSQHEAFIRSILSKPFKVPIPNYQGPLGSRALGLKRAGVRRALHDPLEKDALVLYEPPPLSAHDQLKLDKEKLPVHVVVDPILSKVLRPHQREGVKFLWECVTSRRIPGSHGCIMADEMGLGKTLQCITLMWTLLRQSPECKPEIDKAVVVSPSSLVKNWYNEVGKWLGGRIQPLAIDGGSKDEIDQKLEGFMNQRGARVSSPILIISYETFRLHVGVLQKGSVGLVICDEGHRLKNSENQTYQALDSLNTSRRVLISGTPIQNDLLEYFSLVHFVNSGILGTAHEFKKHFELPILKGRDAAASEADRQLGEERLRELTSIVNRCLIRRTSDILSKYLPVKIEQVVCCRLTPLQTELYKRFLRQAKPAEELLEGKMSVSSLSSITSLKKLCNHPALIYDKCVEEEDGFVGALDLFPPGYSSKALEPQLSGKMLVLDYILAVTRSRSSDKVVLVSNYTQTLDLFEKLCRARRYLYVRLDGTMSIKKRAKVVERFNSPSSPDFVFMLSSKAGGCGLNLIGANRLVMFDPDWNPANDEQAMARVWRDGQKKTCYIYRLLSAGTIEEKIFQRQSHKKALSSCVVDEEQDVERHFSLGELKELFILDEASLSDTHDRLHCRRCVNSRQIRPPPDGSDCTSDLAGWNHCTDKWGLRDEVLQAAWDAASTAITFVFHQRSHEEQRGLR
# CASP6 VEID inh: caspase-6 (human) enzyme inhibition; P55212; purified caspase-6, Z-VEID-R110 cleavage fluorescence; inhibition, % at 12.5 µM; hit rate 0.53% among 350,000; AID 686996;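 active = mean inhibition across replicates at least about 35%, with every replicate also reaching that limit, limit read from the data; inconclusive = only one of the two criteria met; inactive = neither criterion met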;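 also: 0% = median of neutral control wells and 100% = no fluorescence left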
# Target sequence (P55212 24-179 limits assumed): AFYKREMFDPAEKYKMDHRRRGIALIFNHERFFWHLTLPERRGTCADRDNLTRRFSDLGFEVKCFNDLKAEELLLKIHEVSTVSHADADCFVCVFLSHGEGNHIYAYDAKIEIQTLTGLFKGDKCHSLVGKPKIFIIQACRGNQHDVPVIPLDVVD
# Target sequence (P55212 194-293 limits assumed): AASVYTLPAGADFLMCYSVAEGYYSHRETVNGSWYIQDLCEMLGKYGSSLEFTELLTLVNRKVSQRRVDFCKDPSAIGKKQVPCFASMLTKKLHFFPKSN
# ARNT TACC3 PPI: disrupts binding between human ARNT and TACC3; AID 623870; AlphaScreen His-ARNT PAS-B/GST-TACC3 binding, luminescence; TACC3 fragment carries E629A point mutation; inhibition, % at 9.99 µM; hit rate 0.66% among 390,000; Q9Y6A5;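 active = mean inhibition of replicates at least 50% and at least half of replicates each reaching 50%; inconclusive = half or more replicates reach 50% but mean below 50%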;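 also: 0% = complete ARNT plus TACC3 wells and 100% = ARNT alone without TACC3; many hits fall short of the cut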
# PglD inh: blocks C. jejuni PglD acetyltransferase activity; purified PglD enzyme, DTNB colorimetric CoA detection; inhibition, % at 12.5 µM; AID 602405; hit rate 0.098% among 360,000; in the data active = inhibition above about 16%, passing the limit was not always enough; inconclusive = no clear call, values can overlap the other calls; also: strong numbers were not always called active
# E-sel inducer: E-selectin induction on HUVECs; activation, % at 7.58 µM; HUVEC E-selectin immunofluorescence imaging; normalized: neutral wells 0, TNF-alpha wells 100; hit rate 0.37% among 260,000; P16581;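 active = mean E-selectin-positive cell signal at least 10% of the positive control, reached in at least 60% of replicates, without over 20% cell loss; inconclusive = no rule given, readout overlaps actives, possibly toxicity-flagged; inactive = the rest, including those meeting only one limit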;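 also: in these data hits start at about 27%; measured in HUVEC primary endothelial cells; signal is the percent of cells scored E-selectin positive by PE staining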
#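 System: HUVEC / Compound: single concentration / Signal: immunofluorescence imaging / Read-out: percent E-selectin-positive cells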
# ERp5 inh: blocks human ERp5 reductase activity on insulin; ERp5 insulin aggregation, absorbance 650 nm, 90 min; hit rate 0.05% among 350,000; inhibition, % at 9.99 µM; Q15084;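 active = mean replicate inhibition above about 25%, with every replicate also reaching it, limit read from the data, passing the limit was not always enough; inconclusive = only one of those two criteria met; inactive = neither criterion met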
# RAD52 inh: blocks human RAD52 DNA annealing; recombinant RAD52 DNA annealing, FRET fluorescence; inhibition, % at 18.7 µM; hit rate 0.46% among 360,000; P43351; AID 651710;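 active = every replicate showing at least 50% inhibition; inconclusive = mean inhibition at least 50% but not in every replicate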
# esBAF inh: SWI/SNF esBAF complex inhibition; mouse ES cells, Bmi1-luciferase knock-in reporter, 24 h; 100% = twice the neutral-well signal; reporter increase, % at 12.5 µM; AID 602393; hit rate 2% among 350,000; in the data active = activation above about 40%; inconclusive = no clear call, values can overlap the other calls;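 also: 0% = median of the plate's neutral control wells and 100% = double that signal; a rise in the Bmi1 reporter signal indicates esBAF inhibition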
# * marks the source's active call; other numbers are inactive results; ? = inconclusive; nt = no result given; & = joins results of further samples.
canonical_smiles,RAD54 branch,CASP6 VEID inh,ARNT TACC3 PPI,PglD inh,E-sel inducer,ERp5 inh,RAD52 inh,esBAF inh
COc1ccc(C(=O)CC(=O)C(=O)Nc2cc(Cl)c(OC)cc2OC)cc1,nt,2,-3,nt,12,2,-25,1
CC1CN/C(=C\C(=O)c2ccc(Br)cc2)C(=O)N1 (centres undefined),-5,3,6,2,nt,5,-10,nt
N#Cc1ccc2[nH]c(CO)c(-c3ccccc3)c2c1,-2,2,3,-4,nt,4,-23,-2
O=C1CCc2ccc(NC(=O)C3CC3)cc2N1,-2,-1,-3,0,12,9,-14,1
Cc1noc(C)c1NC(=O)Nc1cccc2c1O[C@H](CN(C)C(=O)Nc1ccc(C(F)(F)F)cc1)[C@H](C)CN([C@@H](C)CO)C2=O,-4,nt,1,2,-0.1,nt,nt,-3
O=[N+]([O-])c1ccccc1O[C@@H]1O[C@H](CO)[C@H](O)[C@H](O)[C@H]1O,-9,-4,1,0,nt,7,5,nt
COC(=O)c1ccccc1S(=O)(=O)NNC(=O)c1nn(C)c(=O)c2ccccc12,6,0,-1,4,0.0,-5,-15,nt
CCCNC(=O)N1[C@H](CO)[C@H](c2ccccc2)[C@H]1CNC(=O)C1CC1,nt,0,nt,nt,-0.1,6,-10,nt
Cc1cc(N)n(-c2ccc(Cl)cc2)n1,nt,0,-34,nt,-0.3,0,-3,nt
CCOC(=O)c1c(CSc2ccccc2)n(C)c2ccc(O)c(CN3CCOCC3)c12,-4,0,2,0,0.0,8,-4,-5
CC(=O)NCCc1ccc(C(=O)COC(=O)c2cccs2)cc1,-5,-2,nt,2,0.8,-2,-8,29
CCc1ccc(OCC(=O)OCC(=O)NC2CCCC(C)C2C)cc1 (centres undefined),12,-3,-3,6,-0.2,-3,-9,-3
CC(=O)CSc1ccc(S(=O)(=O)N2CCN(C)CC2)cn1,-6,-4,nt,0,-0.2,-1,-10,-3
CCSc1nnc(NC(=O)NC(CC)(C(F)(F)F)C(F)(F)F)s1,-3,nt,5,1,nt,nt,nt,-15
Cc1cc(=O)oc2c1c(C)nn2-c1ccc(Br)cc1,nt,-4,4,nt,1.1,3,-7,nt
CCOC(=O)N1CCN(C(=O)C[C@H]2C[C@@]3(C(=O)OC)C(=C[C@H](COCc4ccccc4)O[C@@H]3C)N(CCC3=CCCCC3)C2=O)CC1,nt,0,nt,nt,-0.3,9,-9,nt
COc1ccc(NC(=O)Nc2cccc3c2O[C@H](CN(C)C(=O)Nc2ccc(OC)cc2)[C@H](C)CN([C@@H](C)CO)C3=O)cc1,5,-1,3,0,0.0,8,-13,-2
Cc1ccccc1-c1ccc([C@@H]2[C@@H](CO)N3C(=O)CN(S(C)(=O)=O)C[C@@H]23)cc1,nt,-5,nt,nt,-0.1,4,-6,nt
O=C1CC(c2ccccc2)=NN1c1ccccc1,2,2,nt,2,1.3,3,-4,2
Cc1cc(=O)oc2cc(OCC(=O)N3CCN(c4ccccc4)CC3)ccc12,2,0,1,0,nt,-9,-16,-6
COc1ccc(CN2CCN(c3cc(C)nc4c5c(C)cc(C)nc5nn34)CC2)cc1F,11,nt,10,1,nt,nt,nt,2
C[C@H]1CN([C@@H](C)CO)C(=O)Cc2cc(NC(=O)Nc3ccc(C(F)(F)F)cc3)ccc2O[C@@H]1CN(C)S(C)(=O)=O,1,-2,5,-5,nt,3,-2,-6
C[C@@H]1CN([C@H](C)CO)C(=O)c2cccc(NS(=O)(=O)c3ccc(Cl)cc3)c2O[C@@H]1CN(C)C(=O)Nc1ccc(C(F)(F)F)cc1,-8,-1,0,-3,0.3,-2,-33,4
Cc1ccc(C)c(C(=O)CSc2nc3ccccc3c(=O)[nH]2)c1,nt,0,-7,nt,nt,-8,-7,nt
O=C1CNC[C@@H]2[C@H](c3ccc(C#CC4CCCCC4)cc3)[C@@H](CO)N12,nt,3,nt,nt,-0.1,9,-32,nt
CCCOc1ccc(/C=N/Nc2ccc(C(=O)O)cc2)c(OCCC)c1,nt,9,8,nt,-1.6,1,-26,nt
CCN(CC(=O)N1CCOCC1)S(=O)(=O)c1ccc(C)cc1,2,nt,-7,4,nt,nt,nt,-2
CN1C(=O)c2cc(NS(=O)(=O)c3cccc(F)c3)ccc2OC[C@@H]2O[C@@H](CC(=O)O)CC[C@@H]21,-3,5,18,1,0.3,-2,4,-7
O=C(N/N=C/C=C/c1ccco1)c1ccncc1,5,13,10,1,1.5,-9,-24,nt
O=C(NCCN1CCC(n2c(=O)[nH]c3ccccc32)CC1)c1c(F)cccc1F,nt,0,nt,nt,0.0,-5,-13,nt
COc1ccccc1NC(=O)COC(=O)CCC1CCCC1,-4,1,-6,-6,-0.1,4,-1,-8
CN(C(=O)c1cccc(NC(=O)Cc2ccc(NC(=O)C3CCN(C(=O)c4ccccc4)CC3)cc2)c1)C1CCCCC1,-5,0,-4,-2,0.5,1,-12,-1
C[C@@H]1CCCCO[C@@H](CN(C)C)[C@H](C)CN([C@H](C)CO)C(=O)c2cc(NC(=O)Nc3cccc4ccccc34)ccc2O1,3,1,12,-4,0.1,-3,17,-1
C[C@H](CO)N1C[C@H](C)[C@@H](CN(C)C(=O)c2ccccc2)OCCCC[C@H](C)Oc2ccc(NC(=O)NC3CCCCC3)cc2C1=O,-6,-1,-6,0,0.9,-1,6,-4
COc1ccc(CN2CCNC(=O)C2CC(=O)NCCSc2nccn2C)cc1OC (centres undefined),nt,-11,4,nt,-0.3,1,-2,nt
COc1ccc(S(=O)(=O)N2CCCCCC2)cc1N,nt,-3,13,nt,0.0,-2,-7,nt
CCN1[C@@H]2c3ccc(-c4ccccc4F)c(=O)n3C[C@H]1[C@H](CO)[C@H]2C(=O)NCc1ccc(F)cc1,-6,3,2,1,-0.3,-1,-10,5
CC(C)C#Cc1ccc([C@H]2[C@@H](CO)N3CCCCN(C(=O)NC(C)C)C[C@@H]23)cc1,-2,nt,-7,3,-0.2,8,4,nt
COc1ccc(-c2cc(-c3c(O)c(OC)c4occc4c3OC)[nH]n2)cc1OC,3,-1,13,-1,nt,-2,2,26
COc1ccc(/C=N/OC(=O)Nc2ccccc2OC)cc1,nt,1,-12,nt,0.5,1,-1,nt
O=C1CN(S(=O)(=O)Cc2ccccc2)C[C@H]2[C@@H](c3ccc(C#Cc4cccnc4)cc3)[C@H](CO)N12,nt,2,nt,nt,1.2,10,-17,nt
CCC(=O)c1ccc(O)cc1,-11,2,-9,8,2.0,2,2,-3
C[C@H](CO)N1C[C@H](C)[C@@H](CN(C)S(=O)(=O)c2ccc(F)cc2)Oc2ccc(NC(=O)CCCCCC(=O)Nc3ccccc3N)cc2CC1=O,1,-1,nt,1,0.7,-6,-24,1
Cc1ccc(NC(=O)CCNC(=O)c2ccccc2Cl)nc1,-5,0,3,-1,-0.4,5,-7,4
COc1ccc(CCNCC(=O)Nc2ccc(OC(F)F)cc2)cc1,2,-3,1,1,1.6,2,-10,-5
N/C(=N\OC(=O)CCc1ccccc1)c1ccc(Br)cc1,1,0,-6,3,nt,-3,-3,37
CN1CCN(Cc2nc(-c3cccs3)no2)CC1c1ccccc1 (centres undefined),nt,-2,nt,nt,-0.2,4,-22,nt
Cc1ccc(C)c(OCCn2cc(/C=C(\C#N)C(=O)NCc3ccco3)c3ccccc32)c1,nt,0,-5,nt,0.3,6,-16,nt
CCC(C)c1c(O)nc(SCC(=O)c2ccccc2)[nH]c1=O (centres undefined),-6,nt,1,-5,nt,nt,nt,-14
Cc1ccc(SCC(=O)N2CC(C)OC(C)C2)cc1 (centres undefined),3,nt,-3,3,nt,nt,nt,7
Cc1c(Cl)cccc1NC(=O)CNC(=O)Cc1n[nH]c(=O)c2ccccc12,-1,-1,-14,4,-0.2,0,-12,nt
COc1cccc(N2CCN(CC(=O)Nc3ccc(S(=O)(=O)N4CCCCCC4)cc3)CC2)c1,8,-2,6,-1,-0.1,-5,-21,-8
C[C@H]1CN([C@@H](C)CO)C(=O)Cc2cc(NS(=O)(=O)c3cccs3)ccc2O[C@H]1CN(C)Cc1ccc(C(F)(F)F)cc1,-2,-1,16,0,8.3,0,-9,-1
CSc1ccc(Cn2nnc(C(=O)NCc3ccccc3)c2N)cc1,0,-6,nt,1,0.0,1,-9,15
Cc1ccc(C)c(N2CC(C(=O)O)CC2=O)c1 (centres undefined),nt,2,11,nt,0.3,4,-7,nt
CCOC(=O)CSc1nc2c(sc(=S)n2-c2ccccc2)c(=O)n1-c1ccc(OC)cc1OC,0,-3,6,3,-0.1,6,-10,0

# Next section.
canonical_smiles,RAD54 branch,CASP6 VEID inh,ARNT TACC3 PPI,PglD inh,E-sel inducer,ERp5 inh,RAD52 inh,esBAF inh
CCCc1c(-c2ccccc2OC)ncn1CCc1ccccc1OC,nt,3,nt,nt,-0.2,1,3,nt
O=c1c2ccccc2nc(-c2cccs2)n1-c1cccc2ccccc12,-6,2,-3,-10,-2.1,3,-3,nt
C=CCOn1c(=O)c(-c2ccc(Br)cc2)[n+]([O-])c2ccccc21,2,-3,2,-2,0.4,1,-10,-5
COc1ccc(N2CCN(S(=O)(=O)CCNC(=O)c3ccco3)CC2)cc1,-9,6,-1,5,-0.4,-4,7,0
Cc1ccc(-c2ccc3c(c2)O[C@@H](CN(C)Cc2cccc(C(=O)O)c2)[C@@H](C)CN([C@H](C)CO)S3(=O)=O)cc1,-11,1,3,-1,0.3,1,0,-8
CCn1c(CC(=O)Nc2ccccc2)nnc1SCC(=O)N1CCOCC1,7,0,-7,-3,-0.1,4,-16,nt
COc1ccc(C(=O)Nc2cc3c4c(c2)CC(=O)N4CCC3)cc1,-7,4,2,2,nt,-1,-11,nt
c1ccc(NC2=NCCN2CC2CCCCCC2)cc1,5,-3,-5,2,0.2,0,-11,7
C[C@@H]1CN([C@@H](C)CO)S(=O)(=O)c2ccc(Br)cc2O[C@H]1CN(C)C(=O)c1cccc(F)c1,-6,9&1,nt,0,0.2&-0.3,2&8,-2&2,2
Cc1ccc([C@H]2N[C@]3(CCCN(Cc4ccco4)C3=O)[C@H]3C(=O)N(Cc4ccccc4)C(=O)[C@@H]23)cc1,-4,10,nt,6,nt,-2,-30,-2
Cn1nc(C(F)(F)F)c(-c2ccc(F)cc2)c1NC(=O)c1cccnc1,-4,-2,6,5,nt,-5,-2,nt
CC(C)CC#Cc1ccc2c(c1)O[C@H](CN(C)C(=O)c1ccncc1)[C@H](C)CN([C@H](C)CO)S2(=O)=O,6,-1,0,-5,-0.4,1,10,-1
O=C1CN(Cc2ccc(F)cc2)C[C@H]2[C@@H](c3ccc(-c4ccccc4F)cc3)[C@H](CO)N12,nt,-1,nt,nt,-0.6,4,-2,nt
CCCn1cnnc1CNC(=O)C1CCC(=O)N(CCCc2ccccc2)C1 (centres undefined),-1,-1,7,-2,?,3,-6,1
COC(=O)CN1C(=O)CC(C)(C)S(=O)c2ccccc21 (centres undefined),-19,-1,-4,5,nt,-1,-8,0
Cc1nnc2ccc(-c3cccc(NC(=O)Cc4cccs4)c3)nn12,3,4,-1,-3,nt,1,-27,-3
CCOc1ccccc1NC(=O)CN1C(=O)COc2ccccc21,-5,-2,-5,2,0.4,-9,0,-3
COC(=O)C1=NN(c2ccccc2)C2(S1)SC(C(C)=O)=C(C)N2c1ccccc1 (centres undefined),4,nt,10,9,-0.1,nt,nt,-4
NC(N)=NS(=O)(=O)c1ccc(NC(=S)NC(=O)c2ccc3c(c2)OCO3)cc1,nt,0,-7,nt,1.6,-1,-23,nt
Cc1ccc(C(=O)Cn2c(C(=O)O)cc3ccccc32)cc1,-5,-1,-3,4,-0.2,-1,-10,-4
CON(c1nc(Cl)nc(N(C)C)n1)S(=O)(=O)c1ccccc1Cl,-8,nt,0,4,nt,nt,nt,4
